HPDE-C7 cytotoxicity: HPDE-C7 pancreatic duct cell viability loss – fluorescence, HTS (AID 430); HPDE-C7 pancreatic duct cells viability, fluorescence; higher % means a stronger effect; one-dose cytotoxicity, % at 10 µM; EC50 in µM for titrated hits; hit rate 1.8% among 63,000;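 further: cells exposed to compound for 48 hours before viability readout; 0% = vehicle and 100% = reference cytotoxic drug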
LYP inhibition: inhibition of human PTPN22 tyrosine phosphatase – biochemical, DiFMUP fluorescence, recombinant catalytic domain, 10 µM, primary screen (AID 606); recombinant LYP catalytic domain, DiFMUP fluorescence; higher % means a stronger effect; inhibition, % at 10 µM, or IC50 in µM where a hit was titrated; 52,000 tested, under 10 active;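 active means IC50 under 40 µM in the dose-response test; inactive means IC50 of 40 µM or more, or never dose-tested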
DPM-DC inhibit: S. pneumoniae DPM-DC inhibition | purified DPM-DC, PK/LDH coupled NADH fluorescence | calls only at 10 µM | hit rate 0.49% among 65,000 | AID 556;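 active means the 320 compounds with the highest percent inhibition in the single-dose primary screen, excluding strongly autofluorescent ones, cut at about 32% in these data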;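 further: kinetic rate of NADH fluorescence loss reporting ADP formed by the decarboxylase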
PMK inhibit: blocks S. pneumoniae phosphomevalonate kinase; purified PMK, PK/LDH-coupled NADH absorbance 340 nm; inhibition, % at 10 µM; hit rate 0.49% among 65,000; AID 539;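 active means top-ranked compounds by inhibition in the single 10 µM screen, taking a fixed number of the strongest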;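 further: 0% = full reaction with DMSO carrier and 100% = background rate without enzyme reaction; no value below 0 was filed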
Alkaline phosphatase: inhibition of tissue-nonspecific alkaline phosphatase – biochemical, luminescent (AID 518) | one-dose inhibition, % at 20 µM; IC50 in µM for titrated hits | purified TNAP enzyme, luminescent substrate readout; higher % means a stronger effect | hit rate 0.09% among 64,000; in the data active means a potency from the dose series; inactive means the rest, 99 in 100 with inhibition below about 22%;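 further: plate controls were vehicle for no effect and reference inhibitor for full effect; many of its hits are not listed in these tables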
Bfl-1 inhibitors: Bfl-1 inhibitors, primary screen, biochemical, fluorescence polarization, FITC-Bid, mouse (AID 432). FITC-Bid BH3 peptide fluorescence polarization displacement; higher % means a stronger effect. displacement, % at 20 µM; hits with a dose series show IC50 in µM. hit rate 0.02% among 64,000; in the data active means a potency from the dose series; inactive means the rest, 99 in 100 with displacement below about 15%; further: strong numbers were not always called active
HPDE-C7K KRASV12: viability loss of HPDE-C7K cells – cell-based, fluorescence, HTS, primary screen (AID 431); HPDE-C7K KRASV12 cells, Alamar Blue viability, 48 h; higher % means a stronger effect; one-dose cytotoxicity, % at 10 µM; EC50 in µM for titrated hits; hit rate 1.7% among 63,000;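 active means compounds whose percent cytotoxicity in the single-dose primary screen, scaled between solvent and toxic-drug controls, exceeds 50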;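 further: 0% = DMSO solvent wells and 100% = doxorubicin-treated wells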
Spn MK inh: blocks S. pneumoniae mevalonate kinase | purified MK, PK/LDH-coupled NADH absorbance 340 nm | inhibition, % at 10 µM | hit rate 0.48% among 65,000;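 active means ranked among the strongest by inhibition in the single 10 µM screen, a fixed top-ranked set picked for dose follow-up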; further: no value below 0 was filed
HT1080 viability: cytotoxicity in HT1080 fibrosarcoma cells, cell-based, fluorescence readout (AID 620); HT1080 viability, fluorescence; higher % means a stronger effect; cytotoxicity, % at 10 µM, or EC50 in µM where a hit was titrated; hit rate 0.42% among 87,000;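 further: cells exposed to compound overnight then 4 h with Alamar Blue; 0% = vehicle DMSO and 100% = killing control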
PMK inhibit pilot replicates: further read-out of PMK inhibit, marked with its call; inhibition, %; measured here: pilot screen replicates
Spn MK inh pilot replicates: recorded beside Spn MK inh, whose call it bears; inhibition, %; measured here: pilot screen replicates
DPM-DC inhibit pilot screen %: also measured in DPM-DC inhibit; calls as there; inhibition, %; measured here: pilot screen trials
Active calls of the source: *; i = inactive; . = no result given. Unless noted, no stated cut-off is given here; in the data, active means cytotoxicity above about 50%; inactive means the rest. An unsorted share of the library; overall some 3.5% were active at least once.

SMILES	HPDE-C7 cytotoxicity	LYP inhibition	DPM-DC inhibit	PMK inhibit	Alkaline phosphatase	Bfl-1 inhibitors	HPDE-C7K KRASV12	Spn MK inh	HT1080 viability	others
CC(=O)c1ccc(NS(=O)(=O)c2cccc(C)c2)cc1	1%	-6%	i	3	8%	6%	5%	16	-12%
CN(c1ccccc1C(=O)Nc1cccc(C(F)(F)F)c1)S(C)(=O)=O	-8%	-3%	i	6	10%	-2%	-3%	10	2%
CCOc1ccccc1NC(=O)NC1(C(=O)N2CCN3CCCC3C2)CCCCC1 (configuration not stated)	-6%	.	i	9	8%	0%	-3%	0	1%
COCc1nnc(NC(=O)c2sc3ccccc3c2Cl)s1	-9%	12%	i	11	11%	0%	16%	11	8%
NC(=O)C1CCN(C2OC(=O)c3ccccc32)CC1 (configuration not stated)	0%	4%	i	0	7%	1%	11%	14	2%
CCOc1ccc(C2C=C(c3ccc(F)cc3)Nc3ncnn32)cc1 (configuration not stated)	-9%	.	.	0	8%	0%	-13%	0	-2%	PMK inhibit pilot replicates=3.5;Spn MK inh pilot replicates=0.0
CC(C)c1ccc(NC(=O)C2CC(=O)N=C(N)S2)cc1 (configuration not stated)	-6%	5%	i	6	3%	-3%	3%	0	-2%
N#Cc1nc(COc2cccc(Cl)c2)oc1NCc1ccco1	33%	0%	i	5	10%	-1%	22%	6	.
C=CCSc1nnc2c(n1)OC=Nc1ccc(Br)cc1-2	.	5%	i	5	.	.	.	3	-12%
O=C(Nc1ccc(O)cc1)c1cc(S(=O)(=O)N2CCCC2)ccc1Cl	-1%	12%	i	1	19%	-5%	-18%	11	-1%

Structural class: those above with four or more nitrogen atoms (three)
SMILES	HPDE-C7 cytotoxicity	LYP inhibition	DPM-DC inhibit	PMK inhibit	Alkaline phosphatase	Bfl-1 inhibitors	HPDE-C7K KRASV12	Spn MK inh	HT1080 viability	others
CCOc1ccccc1NC(=O)NC1(C(=O)N2CCN3CCCC3C2)CCCCC1 (configuration not stated)	-6%	.	i	9	8%	0%	-3%	0	1%
CCOc1ccc(C2C=C(c3ccc(F)cc3)Nc3ncnn32)cc1 (configuration not stated)	-9%	.	.	0	8%	0%	-13%	0	-2%	PMK inhibit pilot replicates=3.5;Spn MK inh pilot replicates=0.0
C=CCSc1nnc2c(n1)OC=Nc1ccc(Br)cc1-2	.	5%	i	5	.	.	.	3	-12%

Carrying on.
SMILES	HPDE-C7 cytotoxicity	LYP inhibition	DPM-DC inhibit	PMK inhibit	Alkaline phosphatase	Bfl-1 inhibitors	HPDE-C7K KRASV12	Spn MK inh	HT1080 viability	others
Cc1ccc(S(=O)(=O)N2CCCC(NC(=O)N3CCN(c4ccccc4)CC3)C2)cc1 (configuration not stated)	-14%	.	i	11	4%	-6%	-9%	3	-2%
Cc1ccc(C(OC(=O)c2ccco2)C(=O)NCc2cccs2)cc1 (configuration not stated)	1%	.	i	17	18%	-4%	-4%	9	-6%
CCOc1ccc(OCC)c(NC(=O)c2[nH]c(C)c(C(C)=O)c2C)c1	8%	.	i	5	17%	-3%	-5%	9	16%
Cc1cc(=O)n(CC(C)C)c(O)c1C#N	-7%	-3%	i	8	12%	-1%	11%	18	-1%	PMK inhibit pilot replicates=4.0;Spn MK inh pilot replicates=6.5;DPM-DC inhibit pilot screen %=7.5
O=C(Cn1cc2c(n1)CCCC2)Nc1cc(-c2cccc(Cl)c2)no1	16%	12%	i	3	9%	-2%	14%	0	-10%
CN(C)S(=O)(=O)CC12CCC(CC1=O)C2(C)C (configuration not stated)	-20%	8%	i	7	8%	-1%	-12%	6	1%
CCC1CCc2c(sc3ncnc(N4CCOCC4)c23)C1 (configuration not stated)	-22%	-5%	i	17	12%	-2%	-8%	3	-12%	PMK inhibit pilot replicates=6.5;Spn MK inh pilot replicates=0.0;DPM-DC inhibit pilot screen %=1.0
CCSc1nc2c(c(=O)[nH]1)C(c1ccncc1)C(C(=O)OC(C)C)=C(C)N2 (configuration not stated)	-8%	7%	i	0	6%	-2%	11%	13	-2%
CCOC(=O)/C(C(C)=O)=C1\OC(=O)c2ccccc21	8%	9%	i	5	6%	4%	-19%	8	1%
CCCn1c(SCC(=O)Nc2cccc(NC(C)=O)c2)nnc1C(C)C	-7%	.	i	16	3%	-7%	-7%	9	-7%
CCc1nnc(NC(=O)C2Cc3ccccc3C(=O)O2)s1 (configuration not stated)	-4%	-5%	i	14	2%	2%	-3%	6	1%
COc1cc(OC)c(-c2nn3c(-c4ccco4)nnc3s2)cc1OC	41%	.	.	7	10%	2%	40%	4	0%
Cn1c(=O)n(Cc2ccccc2)c2ccccc21	-21%	.	i	8	1%	2%	-14%	10	5%
COc1cc(OC)c(NC2c3ccccc3C(=O)N2c2cc(C)ccn2)cc1Cl (configuration not stated)	-10%	5%	i	3	-1%	2%	-9%	7	0%
COC(=O)c1c(N=CN(C)C)c(C#N)c2n1CCCC2	-8%	7%	i	3	5%	-5%	-1%	6	0%
CCOC(=O)Cn1nc(-c2ccc(Cl)cc2)ccc1=O	-14%	7%	i	12	8%	5%	-17%	1	-5%
CCOC(=O)C1=C(N)n2c(s/c(=C\c3ccco3)c2=O)=C(C(=O)OCC)C1c1ccco1 (configuration not stated)	1.5µM*	8%	i	10	14%	-1%	1.2µM*	9	36%
COc1cc(NC(=O)CN2c3cccc4cccc(c34)S2(=O)=O)cc(OC)c1OC	0%	.	i	4	8%	2%	3%	13	-4%
COc1cc(C(=O)OCCN2CCCCC2)ccc1O	-1%	10%	i	3	19%	-4%	3%	2	3%
CCOc1ccc2nc(NC(=O)CSc3nnnn3C3CCCCC3)sc2c1	24%	5%	i	12	17%	-2%	16%	4	-6%	PMK inhibit pilot replicates=8.0;Spn MK inh pilot replicates=0.0;DPM-DC inhibit pilot screen %=1.0
CCCC(=O)Nc1ccccc1N1CCN(C(=O)C(C)C)CC1	-2%	13%	i	17	9%	-1%	-1%	0	-1%
O=C(c1nc2ccccc2s1)N1CCN(c2ccccn2)CC1	-8%	-23%	i	1	6%	-1%	2%	0	0%
COCCNC(=O)C(c1ccc(C)o1)N(Cc1ccc(F)cc1)C(=O)Cn1nnc2ccccc21 (configuration not stated)	-18%	1%	i	21	15%	-1%	0%	0	-1%	PMK inhibit pilot replicates=3.5;Spn MK inh pilot replicates=0.0;DPM-DC inhibit pilot screen %=0.5
Cc1ccc(-c2cc(-c3nnc(SCC(=O)N(C)CCC#N)n3N)c3ccccc3n2)cc1	7%	6%	.	10	5%	-10%	5%	8	5%
COC(=O)c1oc2c(c1C)C1(CCC2)SCCS1	-6%	14%	i	3	6%	-3%	-10%	21	3%
CCCn1c(CCc2ccccc2)nnc1SCC(=O)N1CCOCC1	5%	15%	i	0	9%	-2%	-6%	3	-2%
Cc1cc(C)n2c(SCC#N)nnc2n1	-15%	5%	i	7	8%	-12%	4%	0	-6%
CN(CCO)C(=O)CCC(=O)Nc1ccc(S(N)(=O)=O)cc1	.	.	i	8	12%	-2%	.	10	0%
CCC(=O)c1ccc(OCC(O)CN2CCOCC2)cc1 (configuration not stated)	-5%	-36%	i	3	3%	3%	-4%	5	-3%
CC(=O)CCn1c(=O)n(CCC(C)=O)c(=O)n(CCC(C)=O)c1=O	0%	-4%	i	0	10%	-2%	-10%	3	-8%
COC(=O)c1c(N)n(-c2ccc(NC(C)=O)cc2)c2nc3ccccc3nc12	-7%	11%	.	9	2%	-2%	-17%	6	-1%
COc1ccc(OC)c(C2C(C#N)=C(N)Oc3cc(C)[nH]c(=O)c32)c1 (configuration not stated)	-3%	0%	i	1	16%	0%	5%	3	-2%	PMK inhibit pilot replicates=0.5;Spn MK inh pilot replicates=0.0;DPM-DC inhibit pilot screen %=4.0
COc1ccc2c(-c3cccnc3)cc(=O)[nH]c2c1	-5%	11%	i	11	4%	-1%	-2%	3	2%	PMK inhibit pilot replicates=4.5;Spn MK inh pilot replicates=0.0;DPM-DC inhibit pilot screen %=14
Cc1ccc2[nH]c3c(c2c1)CCC3=O	-8%	-1%	.	9	12%	-3%	-12%	7	-4%
CCC(C)[C@H](NC(=O)NCc1ccco1)C(=O)O (some centres not stated)	-21%	.	i	12	3%	0%	-24%	12	-12%
O=S(=O)(c1ccc(Oc2ccc(Br)cc2F)nc1)N1CCCCC1	-18%	9%	i	6	8%	-3%	-16%	5	4%
COc1ccc(-c2nnc(SCC#N)o2)cc1	-8%	6%	i	5	14%	1%	-8%	11	-5%	PMK inhibit pilot replicates=3.0;Spn MK inh pilot replicates=0.0;DPM-DC inhibit pilot screen %=0.0
COc1ccc(NC(=O)CSc2nc3ccccc3c(=O)n2CCC(=O)N2CCCCC2)cc1	-20%	-2%	i	11	-3%	-18%	-14%	5	-5%
COCCOC(=O)C1=C(C)NC2=C(C(=O)CC(C)(C)C2)C1c1cccnc1 (configuration not stated)	-8%	6%	.	11	12%	-2%	-14%	11	-9%
Cc1noc(C)c1C(=O)OCC(=O)c1ccc[nH]1	-9%	4%	i	8	11%	0%	2%	0	-4%
CC1(C)CC(=O)C2=C(C1)N(Cc1ccco1)C(=O)C2(NC(=O)c1cccnc1)C(F)(F)F (configuration not stated)	-10%	.	i	2	6%	0%	0%	7	-1%
Cn1c(N)c(C(=O)COC(=O)C2(c3cccc(F)c3)CCCC2)c(=O)n(C)c1=O	-4%	14%	i	5	5%	-3%	-1%	0	7%
CCOC(=O)/C(C#N)=C1/C=CN(C)C(C)=N1	2%	14%	i	3	-5%	-3%	6%	7	-3%
Cc1ccc(OCc2nnc(SCc3cc(=O)[nH]c4ccccc34)o2)cc1	14%	.	i	14	8%	-4%	-13%	16	2%
O=S(=O)(c1ccc(-c2nnc(SCc3ccccc3)o2)cc1)N1CCCC1	7%	-32%	i	10	2%	-4%	2%	21	-2%
Cc1cc(C)c(C(N)=O)c(Nc2ccc3c(c2)OCCO3)n1	-6%	3%	i	4	11%	1%	0%	0	2%
CCC(=O)NC(C)C(c1cccs1)N1CCOCC1 (configuration not stated)	1%	-1%	i	15	0%	-7%	4%	0	8%
N#Cc1nc(COc2cccc(Cl)c2)oc1N1CCN(c2ccccc2)CC1	-22%	-7%	i	8	11%	-6%	-6%	8	-27%
Cc1cccc(-n2c(N)c(C(=O)NCCN3CCOCC3)c3nc4ccccc4nc32)c1	10%	-5%	.	10	-6%	-3%	13%	0	-10%
Cc1ccc(S(=O)(=O)N2CCN(C(=O)CN3CCOCC3)C2C(C)C)cc1 (configuration not stated)	-9%	.	i	10	6%	-6%	-4%	9	7%	PMK inhibit pilot replicates=1.5;Spn MK inh pilot replicates=0.0;DPM-DC inhibit pilot screen %=0.0
CC(=O)Nc1cccc(OCC(O)Cn2cnc3ccccc32)c1 (configuration not stated)	-8%	19%	i	11	9%	1%	4%	7	-2%	PMK inhibit pilot replicates=1.0;Spn MK inh pilot replicates=0.0;DPM-DC inhibit pilot screen %=0.0

Source: PubChem (several laboratories)
